# Vif-APOBEC3G blk: qHTS for Inhibitors of Vif-A3G Interactions: qHTS. AID 602310, 2012. 410,000 tested, 0.076% active. DNA dC->dU-editing enzyme APOBEC-3G (Homo sapiens), Q9HC16. Potency, µM (doses to about 46.1 µM), for inactives: at the top dose activity, negative = active, actives largely listed as inhibitors. HeLa A3G-eYFP + Vif (tagged APOBEC3G with the HIV-1 protein that degrades it), YFP fluorescence, overnight;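 further: on the % scale 0 is the no-effect control and ±100 the full control effect; nearly all actives have a fitted effect of over 60% in size; hits raise eYFP signal because A3G escapes Vif-driven loss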
#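 Read-out is eYFP fluorescence (Ex 488/Em 500-530) from Vif-expressing HeLa A3G-eYFP cells; more signal means A3G escaped Vif-mediated degradation. Cells plated overnight, compound pinned in, incubated overnight at 37 deg C.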
# RGS4 inh: Inhibitors of Regulator of G Protein Signaling (RGS) 4: qHTS; Regulator of G-protein signaling 4 (Homo sapiens), P49798; Transcreener GDP fluorescence polarization, RGS4-accelerated GTP hydrolysis; Potency, µM (titrated, usually from 114 µM), for the others: at the top dose activity change, negative = inhibition, usual class: inhibitors; 390,000 tested, 0.039% active; AID 504845, 2011; further: on the % scale 0 is the no-effect control and ±100 the full control effect; nearly all actives have a fitted effect of over 75% in size; some results filed as inactive show a strong effect at the top dose
#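 MLSMR compounds (23 nl, pin-transferred) preincubated 10 min at room temperature with a 500nM (2x) first reagent, then RGS4 at 900nM (2x) plus Transcreener GDP mix added; fluorescence polarization (620/688 nm) read before and after 90 min at 30 °C.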
# USP1-UAF1 inh: Inhibitors of USP1/UAF1: Primary Screen; AID 743255, 2014; Ubiquitin carboxyl-terminal hydrolase 1 (Homo sapiens), O94782; recombinant USP1/UAF1, Ub-Rhodamine cleavage fluorescence; Potency, µM (highest dose often 57.1 µM), for the others: at the highest dose activity change, negative = inhibition, most hits filed as inhibitors; 390,000 tested, 0.23% active; further: on the % scale 0 is the no-effect control and ±100 the full control effect; nearly all actives have a fitted effect of over 60% in size; inactives centre near -12
#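 In this screen, compounds sit with the deubiquitinase complex (1nM) for 15 min at room temperature before Ub-Rho is added at 150nM final. Fluorescence rise is then followed for 6 reads every 60 seconds.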
# ALOX12 inh: Primary qHTS assay for inhibitors of human arachidonate 12S-lipoxygenase (ALOX12): Round 2 | Polyunsaturated fatty acid lipoxygenase ALOX12 (Homo sapiens), P18054 | purified 12hLO, xylenol orange hydroperoxide absorbance | Potency, µM (highest dose often 108 µM), without a hit: top-dose activity change, negative = inhibition, usual class: inhibitors | 580,000 tested, 1.1% active; further: on the % scale 0 is the no-effect control and ±100 the full control effect
#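 Hydroperoxide product was detected by ferrous iron/xylenol orange as the 573 to 405 nm absorbance ratio. Arachidonic acid at 40 uM (final) was turned over for 30 min at room temperature by 150 nM human 12hLO, pH 7.0 Hepes buffer, after 15 min compound preincubation.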
# Vif-A3F inh: qHTS for Inhibitors of Vif-A3F Interactions: qHTS; HeLa A3F-eYFP + Vif (tagged APOBEC3F with the HIV-1 protein that degrades it), YFP fluorescence increase; 390,000 tested, 0.2% active; Potency, µM (titrated, usually from 46.1 µM), for inactives: at the highest dose activity, negative = active; further: % of control where 0% means no effect; nearly all actives have a fitted effect of over 65% in size
#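 HeLa cells stably expressing Vif plus C-terminally eYFP-tagged A3F were seeded, incubated overnight at 37 deg C, dosed with compound, incubated overnight again at 37 deg C. Yellow fluorescence (Ex 488/Em 500-530) reported blocked Vif-mediated A3F-eYFP degradation.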
# TrxR1 inh: qHTS Assay for Inhibitors of Mammalian Selenoprotein Thioredoxin Reductase 1 (TrxR1): qHTS | Thioredoxin reductase 1, cytoplasmic (Rattus norvegicus), O89049 | recombinant rTrxR1, NADPH fluorescence consumption, selenite substrate | Potency, µM (top dose mostly 114 µM), inactives show at the top dose activity change, negative = inhibition, hits mostly inhibitors | 390,000 tested, 1% active; further: on the % scale 0 is the no-effect control and ±100 the full control effect; nearly all actives have a fitted effect of over 65% in size
# Target sequence (O89049 whole entry, looked up): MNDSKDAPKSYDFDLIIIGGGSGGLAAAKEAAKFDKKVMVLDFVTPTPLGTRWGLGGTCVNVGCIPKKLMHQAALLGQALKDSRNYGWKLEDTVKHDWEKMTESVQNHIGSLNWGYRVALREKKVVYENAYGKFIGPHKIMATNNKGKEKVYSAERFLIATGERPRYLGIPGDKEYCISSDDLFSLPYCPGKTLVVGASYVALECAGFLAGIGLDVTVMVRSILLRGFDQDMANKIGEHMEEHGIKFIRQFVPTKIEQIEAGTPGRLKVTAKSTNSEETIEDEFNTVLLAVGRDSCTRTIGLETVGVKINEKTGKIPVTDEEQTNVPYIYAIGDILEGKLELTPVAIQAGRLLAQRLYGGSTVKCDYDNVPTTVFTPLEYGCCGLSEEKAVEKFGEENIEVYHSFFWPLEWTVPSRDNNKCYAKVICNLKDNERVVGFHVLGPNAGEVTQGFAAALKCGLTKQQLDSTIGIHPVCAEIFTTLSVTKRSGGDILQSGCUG
#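 Rat TrxR1 (90 nM in the dispensed reagent) was pre-reduced with 400 uM NADPH for 5 min at room temperature, then incubated with compound for 15 min. After 400 uM selenite was added, NADPH fluorescence (Ex 340/Em 450 nm) was followed for 8 min.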
# RXFP1 agonist: qHTS Assay for Agonists of the Relaxin Receptor RXFP1 | HEK293T-RXFP1 cAMP TR-FRET, 30 min; response scale: percent of porcine relaxin response, buffer zero | Potency, µM (titrated, usually from 57.5 µM), inactives show top-dose activation, hits mostly activators | 370,000 tested, 0.3% active; further: on the % scale 0 is the no-effect control and ±100 the full control effect; nearly all actives have a fitted effect of over 60% in size; many of its hits are not listed in these tables
#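 HEK293 cells stably expressing RXFP1, treated 30 min at 37C with compounds plus PDE4 inhibitor Ro 20174; cAMP measured by HTRF TR-FRET. Normalized to buffer and 29 nM porcine relaxin; EC50 by Hill fit.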
# IDH1 R132H inh: qHTS for Inhibitors of mutant isocitrate dehydrogenase 1 (IDH1): qHTS. Isocitrate dehydrogenase [NADP] cytoplasmic (Homo sapiens), O75874. IDH1-R132H enzyme, NADPH consumption, diaphorase/resazurin fluorescence. Potency, µM (top dose mostly 76.6 µM), for inactives: at the top dose activity change, negative = inhibition, usual class: inhibitors. 390,000 tested, 0.093% active. AID 602179, 2012; further: on the % scale 0 is the no-effect control and ±100 the full control effect; nearly all actives have a fitted effect of over 65% in size
# Target sequence (O75874 whole entry R132H, stated change not applied): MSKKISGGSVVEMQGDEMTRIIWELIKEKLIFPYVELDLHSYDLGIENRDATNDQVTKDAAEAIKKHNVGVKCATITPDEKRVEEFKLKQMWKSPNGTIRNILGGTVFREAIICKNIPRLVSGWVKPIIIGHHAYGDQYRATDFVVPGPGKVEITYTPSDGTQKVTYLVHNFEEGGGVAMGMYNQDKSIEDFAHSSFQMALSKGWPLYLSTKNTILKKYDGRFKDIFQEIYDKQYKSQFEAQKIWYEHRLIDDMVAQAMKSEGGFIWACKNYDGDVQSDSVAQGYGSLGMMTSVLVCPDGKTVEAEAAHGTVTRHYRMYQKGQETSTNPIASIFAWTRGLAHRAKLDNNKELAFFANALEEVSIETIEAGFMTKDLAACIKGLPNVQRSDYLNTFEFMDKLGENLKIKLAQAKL
#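 IDH1-R132H (0.5 ug/mL) preincubated 30 min with compound, then NADPH (0.016 mM) and alpha-KG (2 mM) added; 80 min at RT, pH 7.5. Remaining NADPH coupled via diaphorase/resazurin to fluorescence (540/590 nm); concentration-response curves normalized to no-enzyme control.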
# TrxR1 substrate: qHTS Assay for Substrates of Mammalian Selenoprotein Thioredoxin Reductase 1 (TrxR1): qHTS. Thioredoxin reductase 1, cytoplasmic (Rattus norvegicus), O89049. purified TrxR1 substrate turnover, NADPH consumption readout. Potency, µM (titrated, usually from 114 µM), inactives show top-dose activity change, negative = substrate turnover. 390,000 tested, 0.01% active; further: on the % scale 0 is the no-effect control and ±100 the full control effect; nearly all actives have a fitted effect of over 50% in size
#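 Rat TrxR1, dispensed at 90 nM, was prereduced with 400 uM NADPH (final) for 5 min at ~22 deg C, then incubated with compound 15 min before 400 uM selenite. A first-read NADPH fluorescence drop versus no-compound background flagged substrates.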
# Starred values were filed as active, the others as inactive; ? = inconclusive; . = not tested or not shown; [ ] = dose if it differs, or a comment. The call rests on the fitted dose curve; in most records, active means well fitted curve in the direction sought with a large enough effect; inconclusive means small, poorly fitted or top-dose-only effect, or another doubt; inactive means no such curve, though single readings can be large; an effect the other way counts as inactive or inconclusive. Potency means the concentration at half of the fitted maximal effect. These rows are one share of the data; the hit share may differ from the screen's.
SMILES | Vif-APOBEC3G blk | RGS4 inh | USP1-UAF1 inh | ALOX12 inh | Vif-A3F inh | TrxR1 inh | RXFP1 agonist | IDH1 R132H inh | TrxR1 substrate
CC1CCN(c2c(NCC3CCC(C(=O)NCCC4=CCCCC4)CC3)c(=O)c2=O)CC1 (stereo not drawn) | 1% | -9% | -20% | 24% | 1% | 7% | 7.0% | 1% | -2%
CCNC(=S)NNC(=O)c1csc(CC)c1 | 0% | 15%[56.9 µM] | -9% | -9% | -4% | -12% | -0.3% | 10% | -4%
CC(SC(=S)N(C)Cc1cccs1)C(=O)O (stereo not drawn) | 10% | 19% | -7% | -13% | 0% | 5% | -1.8% | -14% | -5%
CC(C)(C)OC(=O)CNC(=O)c1nc[nH]c1C(=O)N1CCc2ccccc2C1 | 3% | -10% | -23% | 3% | -10% | 28% | 0.6% | 14% | 8%
CC(C)Oc1cccc(C(=O)NC2=NCCS2)c1 | 0% | 14% | -14% | 0% | 8% | 8%[57.1 µM] | 2.8% | 2% | 5%[57.1 µM]
COc1ccc(CC(=O)NCc2ccc3c(c2)CCN3C(=O)c2ccc(C)cc2)cc1OC | 11% | 4% | -17% | -9% | 1% | 7%[57.1 µM] | 2.8% | -19% | -6%[57.1 µM]
CN(C)CCCNc1ncc(C(F)(F)F)cc1Cl | 0% | 17% | -13% | 4% | -4% | 13%[57.1 µM] | 3.0% | -2% | 8%[57.1 µM]
CCCCCOC(=O)CCN1C(=O)/C(=C2\SC(=S)N(CCC(=O)OCCCCC)C2=O)SC1=S | 0% | -30% | -13% | 22% | -7% | 7%[57.1 µM] | -4.4% | 0% | 10%[57.1 µM]
COc1ccc([C@H]2N[C@]3(CCCN(Cc4ccc(C(F)(F)F)cc4)C3=O)[C@H]3C(=O)N(Cc4ccccc4)C(=O)[C@@H]23)cc1 | -3% | . | ? | ? | -1% | . | . | -2% | .
Cc1cccc(C)c1N1C(=O)c2ccccc2C1=O | 1% | 29% | ? | -29% | -2% | 23% | 1.6% | 4% | 13%
O=C(NCc1cccc(Cl)c1)c1cccc(C(F)(F)F)c1 | -1% | 36% | -10% | 9% | -1% | -6% | -0.3% | 1% | -3%
COc1ccccc1C(=O)NC1CCCc2ccccc21 (stereo not drawn) | 0% | 11% | -4% | -13% | -1% | -1% | 0.0% | 0% | -7%
COC(=O)c1cc(S(=O)(=O)N(C)C2CCCCC2)oc1C | 0% | 12% | 0% | 61%[activator] | -5% | 4%[57.1 µM] | 0.1% | 1% | 7%[57.1 µM]
COC(=O)c1nc(NC(=O)c2ccccc2Br)n[nH]1 | 0% | -7% | -3% | -7% | -14% | 2% | -1.3% | -10% | 3%
COCCCNCc1cc(C)n(-c2cc(S(=O)(=O)N3CCOCC3)ccc2N2CCCC2)c1C | 0% | 10% | -18% | 209%[activator] | 3% | 5% | . | -15% | -2%
Cn1c(=O)oc2cc(S(=O)(=O)N3CCN(Cc4ccc5c(c4)OCO5)CC3)ccc21 | 1% | -1% | -20% | -3% | -2% | 5% | 1.0% | -2% | 2%
CCNC(=O)NCCc1c[nH]c2ccc(Cl)cc12 | 0% | 24% | -13% | -1% | -1% | 10%[57.1 µM] | 0.3% | 0% | 3%[57.1 µM]
CCCCC(CC)C(=O)Nc1cc(C(=O)NCc2ccc(C)cc2)ccc1N1CCC2(CC1)CC(c1cccc(Br)c1)=NO2 (stereo not drawn) | -5% | 7% | -25% | ? | 3% | 13% | -0.9% | -4% | 5%
O=C(Cn1nc(-c2ccccc2)c2ccccc2c1=O)NCCN1CCOCC1 | 0% | 20% | 3% | 38%[activator] | -2% | 3% | 3.0% | -5% | 0%
Cc1ccc(NC(=O)CSc2nnc(CNC(=O)c3ccccc3F)o2)cc1 | -8% | 12% | -14% | -1% | 0% | 2% | 0.2% | 18% | -1%
CCOC(=O)c1c(C)[nH]c(C)c1S(=O)(=O)NCCc1sccc1C | 0% | -15% | -11% | -2% | 5% | 1% | -0.1% | 5% | 1%
Cc1occc1C(=O)Nc1cc(S(=O)(=O)N2CCOCC2)ccc1OC(C)C | -5% | 24% | -5% | 0% | -4% | 15% | 1.8% | 6% | 7%
COc1ccc(CNCC(O)COc2cccc3c2OC(C)(C)C3)cc1 (stereo not drawn) | 4% | -41% | -8% | -1% | -6% | 6%[57.1 µM] | 2.9% | 7% | -3%[57.1 µM]
Cc1ccc2c(c1)-c1c(c(C(=O)NCCc3ccccc3)nn1C)CS2 | 4% | 8% | -19% | -14% | -9% | 25%[57.1 µM] | -5.6% | 11% | 10%[57.1 µM]
O=[N+]([O-])c1cccc(N=NNc2cccc([N+](=O)[O-])c2)c1 | -1% | . | -18% | ? | -13% | . | . | 7% | .
O=C1CCCN1c1ccc(S(=O)(=O)NCc2ccco2)cc1 | 1% | -27% | -17% | -4% | 3% | -24% | 2.1% | 6% | 1%
O=C(Cn1cnc2ccccc2c1=O)Nc1ccc2c(c1)OCCO2 | -3% | 2% | -9% | -6% | 12% | 11% | 2.4% | 3% | -5%
Cc1cc(C)nc(NC(=O)NC(=O)c2ccccc2)n1 | -4% | 9% | -19% | 416%[activator] | -4% | 22% | 0.2% | -4% | 8%
Cc1ccc(C(=O)Nc2ccccc2C(=O)N2CCCC2)cc1[N+](=O)[O-] | -3% | 15% | -15% | -15% | -13% | -16% | 0.3% | 0% | -11%
CC(C)(C)c1ccccc1NC(=O)Cn1c(=O)cnc2ccccc21 | 1% | 0% | -26% | 3% | -7% | -1% | 0.2% | -3% | -1%
COc1ccc(NC(=O)CSc2nnc(C3CC3)n2C)cc1 | -4% | ? | -14% | 1% | -12% | 27%[57.1 µM] | 0.6% | 10% | 5%
Cc1noc(NS(=O)(=O)c2ccc(N/C=C/C(=O)c3ccncc3)cc2)c1C | 1% | 42% | -9% | -24% | -9% | -5%[57.1 µM] | ? | -1% | -3%[57.1 µM]
O=C(COC(=O)CCC1CCCC1)Nc1cccc(S(=O)(=O)N2CCOCC2)c1 | 3% | 5% | -3% | -13% | -9% | -11% | 1.2% | -3% | -7%
Cc1ccc(C(=O)O)cc1-c1ccc(/C=C2/NC(=O)N(c3ccccc3)C2=O)o1 | -20% | ? | -25% | ? | 2% | ? | -0.7% | 12% | -6%
CC(=O)Nc1c(O)nc(SCC(=O)N2CCN(c3ccc(F)cc3)CC2)[nH]c1=O | -2% | -6% | 2% | -14% | 7% | 4% | 1.4% | 4% | -5%
Cc1ccc(CNC(=O)C2CCN(S(=O)(=O)N3CC(C)CC(C)C3)CC2)cc1 (stereo not drawn) | -3% | 6% | -15% | 5% | -9% | 11% | -2.0% | 1% | -2%
O=C(NCc1ccc(F)cc1)Nc1cccc(Cl)c1 | 1% | -1% | 10% | 4% | -8% | 20%[57.1 µM] | 0.9% | -1% | 8%[57.1 µM]
Cc1cc(NC(=O)C(C)SCC(=O)OCc2c(Cl)cccc2Cl)no1 (stereo not drawn) | 1% | -19% | -8% | 0% | 9% | -7% | -0.2% | 4% | -12%
S=C(N/N=C/c1cccc2ccccc12)Nc1cccc(Cl)c1 | -9% | -11% | -14% | ? | -3% | -3% | 0.4% | -1% | 6%
